West Nile virus CPE = West Nile virus antiviral activity, cell-based, CPE readout (AID 1621) | West Nile virus-infected cells, CPE inhibition; higher % means a stronger effect | CPE inhibition, % at 10 µM, or IC50 in µM where a hit was titrated | actives 0.02% (n = 290,000); in the data active = a potency from the dose series; note: strong numbers were not always called active
SV40 large T antigen = SV40 large T antigen inhibitors, biochemical (AID 1903); SV40 large T antigen ATPase/helicase inhibition assay; higher % means a stronger effect; inhibition, % at 20 µM, or IC50 in µM where a hit was titrated; actives 0.39% (n = 310,000); in the data active = a potency from the dose series; note: strong numbers were not always called active
GPR35 antagonists = GPR35 antagonists blocking zaprinast-driven arrestin recruitment, primary screen, imaging, U2OS, beta-arrestin-GFP, zaprinast agonist (AID 2058); actives 0.052% (n = 290,000); one-dose inhibition, % at 10 µM; IC50 in µM for titrated hits; U2OS GPR35 beta-arrestin-GFP translocation imaging, zaprinast antagonism; higher % means a stronger effect;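 active = inhibition of at least 50% with at least 30 cells and total cytoplasm GFP at most 10,000,000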
LYP inhibition = PTPN22 lymphoid phosphatase activity blockers – biochemical, fluorescence intensity, uHTS (AID 1779). recombinant LYP phosphatase, fluorescence intensity; higher % means a stronger effect. inhibition, % at 11.5 µM; hits with a dose series show IC50 in µM. actives 0.054% (n = 290,000); in the data active = inhibition above about 50%;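 note: plate controls were vehicle with enzyme for no effect and no enzyme for full effect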
RSV antiviral HEp-2 = RSV antiviral activity via CPE protection, HEp-2 cells, primary 10 µM value included (AID 2391) | HEp-2 cells, RSV-induced CPE inhibition; higher % means a stronger effect | CPE inhibition, % at 10 µM, or IC50 in µM where a hit was titrated | actives 0.13% (n = 310,000); in the data active = a potency from the dose series; note: strong numbers were not always called active
NS5 inhibitors = flavivirus cap methylation enzyme inhibition – biochemical, confirmation dose response, primary screen (AID 588689); Dengue-2 NS5 methyltransferase capping enzyme assay, biochemical; higher % means a stronger effect; inhibition, % at 25 µM; hits with a dose series show IC50 in µM; actives 0.3% (n = 340,000); in the data active = a potency from the dose series
MgcRacGAP inhibition = MgcRacGAP GTPase-activating activity inhibitors, confirmation, biochemical, ADP Hunter fluorescence; MgcRacGAP-stimulated Rac1 GTP hydrolysis, ADP Hunter fluorescence; higher % means a stronger effect; GST-tagged Rac1 F28L mutant substrate; inhibition, % at 30 µM; hits with a dose series show IC50 in µM; actives 0.6% (n = 340,000);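 active = first-screen hits whose inhibition reached a set limit at any dose in the follow-up dose series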;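 note: fluorescence reports GDP produced by GAP-driven GTP hydrolysis; strong numbers were not always called active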
PhoP inhibition = PhoP-dependent GFP reporter repression – Salmonella Typhimurium, primary screen (AID 1863); S. Typhimurium PhoP-regulated promoter GFP reporter, 4 h; higher % means a stronger effect; inhibition, % at 50 µM; hits with a dose series show IC50 in µM; actives 0.16% (n = 300,000);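 active = inhibition over 29.93%, a cutoff 3 SD above the screen mean, later confirmed by dose response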;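 note: 0% = low Mg2+ inducing control and 100% = high Mg2+ repressing control; strong numbers were not always called active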
CSM14.1 death rescue = rescue of cells from ER stress-induced death, primary screen, 384-well, CSM14.1, thapsigargin, ATP luminescence (AID 1222); CSM14.1 thapsigargin-induced death rescue, ATP luminescence; higher % means a stronger effect; one-dose cellular ATP content (survival), % at 20 µM; EC50 in µM for titrated hits; 190,000 tested, under 10 active;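 active = EC50 below 50 µM in the dose-response confirmation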;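 note: death triggered by thapsigargin at about 15 µM added after 2 h compound pretreatment; cell ATP read after overnight thapsigargin exposure of roughly 18 to 22 hours; normalized against plate controls of thapsigargin alone and 5% DMSO vehicle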
The depositor's hits bear a star; x = not tested or not shown.

SMILES	West Nile virus CPE	SV40 large T antigen	GPR35 antagonists	LYP inhibition	RSV antiviral HEp-2	NS5 inhibitors	MgcRacGAP inhibition	PhoP inhibition	CSM14.1 death rescue
CCn1c(C)nc2cc(C(=O)NNC(=S)Nc3ccccc3Cl)ccc21	-0.9%	9%	8%	-4%	2.7%	-3%	13%	-19%	2.9%
O=C1NC(NS(=O)(=O)c2ccccc2)(C(F)(F)F)C(=O)N1Cc1ccccc1 (centres undefined)	0.9%	26%	14%	-7%	-0.1%	-1%	-7%	13%	x
C/C=C/C(=O)OCC(=O)Nc1ccc(F)cc1Cl	0.0%	0%	0%	-4%	1.3%	-9%	8%	16%	-2.4%
c1ccc2[nH]c(CSc3nnc(-c4ccncc4)o3)nc2c1	0.0%	0%	11%	-6%	0.2%	-8%	13%	0%	0.3%
Cc1ccc(NC(=O)CN2C(=O)S/C(=C\c3cc(C)n(-c4ccc(C(=O)O)cc4)c3C)C2=O)cc1	0.4%	28%	-14%	14%	12%	-5%	-5%	-2%	-1.3%
N#CC(C(=O)C1CCCCC1)c1nc2ccccc2[nH]1 (centres undefined)	-0.6%	10%	-7%	-2%	0.9%	-8%	5%	-5%	-2.3%
O=C(CSc1nc2ccc(NC(=O)C3CCCCC3)cc2s1)NCC1CCCO1 (centres undefined)	-1.1%	9%	12%	-7%	9.5%	6%	6%	-15%	-4.3%
Cc1ccc(NC(=O)COC(=O)c2cccnc2)c(C)c1	0.7%	0%	5%	-4%	1.6%	-11%	8%	4%	-0.9%
O=C(COc1ccc(Cl)cc1)N(Cc1ccc(F)cc1)C1CCS(=O)(=O)C1 (centres undefined)	-0.3%	2%	4%	-7%	2.0%	-6%	10%	-10%	x
O=C(Cc1ccc(Br)cc1)Nc1ccccc1N1CCCC1	-1.4%	8%	0%	-6%	3.0%	-10%	-2%	0%	x
CC(C)NC(=O)COC(=O)c1cc(=O)[nH]c2ccccc12	0.0%	12%	1%	-6%	-0.8%	-1%	10%	-2%	-1.0%
Cc1cc(C(=O)Nc2cnn(Cc3ccc(Cl)cc3Cl)c2)no1	-0.3%	-3%	11%	-8%	4.4%	1%	7%	-7%	0.9%
CC1CN(c2ccnc3cc(Cl)ccc23)CC(C)O1 (centres undefined)	-0.6%	6%	17%	-8%	13%	-8%	7%	-1%	x
C/C(=N\NC(=O)NC1CCCCC1)C1CCCCC1	0.7%	9%	-3%	-6%	0.5%	2%	-5%	-10%	-2.6%
CCN(CC)S(=O)(=O)c1cc(NC(=O)C(C)Nc2ccccc2N2CCOCC2)ccc1C (centres undefined)	-2.1%	-1%	-7%	-4%	12%	-3%	4%	-1%	0.7%
CCC1Oc2ccccc2N(CC(=O)NC2CCCCC2)C1=O (centres undefined)	-2.6%	-9%	8%	-12%	4.9%	-9%	2%	3%	x
Cc1ccc(NC(=O)N2CCc3ccccc3C2)c(C)c1	-0.6%	16%	-4%	-7%	3.0%	0%	-5%	2%	x
COc1ccc(/C=C2\CCCCC2=O)cc1	x	20%	x	x	2.1%	3%	7%	x	x
Cc1cccnc1NC(=O)c1nn(C)c2c1CS(=O)(=O)c1ccccc1-2	0.4%	-3%	8%	-10%	-0.1%	-13%	6%	-5%	x
O=C(Nc1nonc1-c1ccc(Cl)cc1)c1ccco1	0.1%	3%	2%	-14%	3.7%	-2%	10%	9%	x
O=C(NCCCNCCCNC(=O)c1ccc(/C=N/O)nc1)c1ccc(/C=N/O)nc1	0.3%	11%	2%	-7%	0.8%	-9%	6%	-4%	x
CCOc1ccc(N(Cc2cc3ccc(C)cc3[nH]c2=O)C(=O)COC)cc1	0.0%	4%	4%	-6%	2.0%	3%	-1%	1%	-3.2%
CCNc1nc(NC(C)C)nc(N2CC(=O)N(CC(=O)OCC)C2=N)n1	0.2%	9%	8%	1%	48%	-10%	4%	11%	-2.2%
O=C(COc1ccc2ccccc2c1)Nc1nccs1	0.1%	1%	4%	-10%	0.6%	-3%	-8%	-12%	-3.3%
CNc1c([N+](=O)[O-])cnn1-c1ccccn1	0.3%	3%	17%	-7%	1.6%	-6%	10%	1%	-1.1%
COc1ccc(-c2cc(C(=O)NCCCn3ccnc3)c3ccccc3n2)c(OC)c1	-0.1%	7%	6%	-4%	1.1%	-7%	8%	4%	x
FC(F)(F)c1nc(-c2ccncc2)ncc1-c1nnnn1-c1ccccc1	0.1%	-5%	-17%	-2%	10%	-8%	3%	7%	-0.8%
CCC1CCCCN1C(=S)Nc1ccc(SC(F)F)cc1 (centres undefined)	-0.4%	3%	-9%	-5%	-0.1%	-5%	3%	14%	1.8%
O=C(NC(Cc1ccccc1)c1nc2ccccc2[nH]1)c1ccc(Cl)c([N+](=O)[O-])c1 (centres undefined)	3.0%	3%	9%	2%	1.5%	-5%	9%	2%	4.0%
Cc1cc(C)cc(NC(=O)C2CCN(C(=O)[C@@H]3Cc4ccccc4CN3)CC2)c1	-0.2%	10%	-10%	-11%	1.0%	-3%	10%	-3%	x
NS(=O)(=O)c1cccc(NC(=S)NCc2ccc3c(c2)OCO3)c1	-0.4%	19%	3%	1%	1.4%	1%	2%	-3%	-1.0%
Cc1noc(C)c1C(=O)Nc1nc(-c2ccccc2Cl)cs1	-1.5%	16%	-9%	0%	1.1%	-2%	9%	4%	-1.6%
COc1ccc(NC(=O)c2ccc(=O)[nH]c2)cc1S(=O)(=O)N1CCCCC1	0.3%	1%	1%	-1%	1.4%	x	x	2%	4.1%
COc1ccc(Cc2nc3ccccc3[nH]2)cc1OC	-0.7%	x	14%	-2%	9.0%	0%	2%	x	-0.1%
CCCN1C2CCCC1CC(NC(=O)c1cc(OC)c(OC)c(OC)c1)C2 (centres undefined)	1.4%	5%	-11%	-7%	1.4%	0%	-7%	-6%	-1.4%
Cc1ccc(S(=O)(=O)N/N=C/c2ccc(OS(=O)(=O)c3ccc(C)c([N+](=O)[O-])c3)cc2)cc1	-0.2%	5%	-5%	-2%	0.5%	-5%	7%	-11%	-1.3%
Cc1ccccc1N(CC(=O)N/N=C/c1ccc(N(C)C)cc1)C(=O)c1ccccc1	0.0%	8%	0%	13%	1.6%	-1%	8%	-3%	-2.4%
CCCCCNC(=O)c1cccnc1SCC(=O)Nc1ccccc1OC	-1.1%	25%	-1%	-6%	14%	-2%	7%	-5%	-1.8%
Cc1cc(OCCCCCN2CCCC2)ccc1Cl	-1.2%	5%	6%	-5%	-2.5%	-11%	131µM*	1%	-1.5%
CN(Cc1cccs1)C(=O)COC(=O)CNC(N)=O	0.2%	7%	-25%	-7%	0.2%	-10%	-4%	3%	0.0%
CCCCOc1ccc(C(C)NC(=O)C2CCCN(S(=O)(=O)CC)C2)cc1 (centres undefined)	-0.3%	-6%	0%	-10%	-0.5%	11%	-9%	11%	2.0%
CCN1CCN(c2ncnc3scc(-c4ccc(C)c(C)c4)c23)CC1	-0.5%	0%	4%	-7%	-0.8%	-4%	6%	2%	x
CC/C(=N/N=C(/CC)c1ccc(O)cc1)c1ccc(O)cc1	x	14%	x	x	9.1%	-2%	29%	x	x
O=C(Nc1cccnc1)c1cc2nc(C3CC3)cc(C(F)(F)F)n2n1	0.2%	0%	-1%	-8%	2.2%	0%	11%	5%	1.1%
COC(=O)c1ccc(C(=O)N2CCCC(N3CCN(c4ccc(F)cc4)CC3)C2)nc1 (centres undefined)	-0.6%	3%	5%	-8%	0.5%	0%	0%	1%	x
O=C(CNC(=O)c1ccccc1)NCC(=O)OCc1ccc(Cl)cc1	-0.4%	10%	-3%	-5%	12%	3%	7%	-5%	-1.8%
CCOc1ccc2nc(SC(CC)C(=O)Nc3cc(C)on3)sc2c1 (centres undefined)	0.4%	10%	4%	3%	1.3%	3%	6%	-2%	0.2%
CCN(CC)S(=O)(=O)c1ccc(C(=O)N(c2ccccc2)C2C=CS(=O)(=O)C2)cc1 (centres undefined)	-0.2%	21%	-14%	-11%	1.2%	-6%	8%	3%	2.4%
CC(C)CC(=O)Nc1ccc(C(=O)Cn2nc(C(=O)O)c3ccccc3c2=O)cc1	0.1%	-2%	-13%	-3%	-0.6%	-3%	14%	26%	1.1%
COc1cc(NC(=O)CN2C(=O)CN(C)C2=O)c(C)cc1[N+](=O)[O-]	-0.4%	3%	6%	4%	-0.9%	7%	3%	-7%	-0.6%
CCCC(=O)N1CCN(c2nc3ccc(CC)cc3s2)CC1	0.7%	-8%	5%	0%	7.6%	-10%	8%	9%	x
Cc1ccc(N=Cc2cc(C)n(C3CCCC3)c2C)cc1	0.8%	4%	-11%	-2%	1.5%	-7%	9%	6%	-0.4%
Cc1nnc(SCC(=O)Nc2nccs2)n1N	x	11%	x	x	0.7%	-5%	-4%	-7%	x
O=C(NCCO)c1cc(-c2cc(C(=O)NCCO)c3ccccc3n2)nc2ccccc12	0.7%	5%	-12%	-1%	1.1%	1%	9%	-5%	x

Structures shown so far containing an aryl methoxy group:
SMILES	West Nile virus CPE	SV40 large T antigen	GPR35 antagonists	LYP inhibition	RSV antiviral HEp-2	NS5 inhibitors	MgcRacGAP inhibition	PhoP inhibition	CSM14.1 death rescue
COc1ccc(/C=C2\CCCCC2=O)cc1	x	20%	x	x	2.1%	3%	7%	x	x
COc1ccc(-c2cc(C(=O)NCCCn3ccnc3)c3ccccc3n2)c(OC)c1	-0.1%	7%	6%	-4%	1.1%	-7%	8%	4%	x
COc1ccc(NC(=O)c2ccc(=O)[nH]c2)cc1S(=O)(=O)N1CCCCC1	0.3%	1%	1%	-1%	1.4%	x	x	2%	4.1%
COc1ccc(Cc2nc3ccccc3[nH]2)cc1OC	-0.7%	x	14%	-2%	9.0%	0%	2%	x	-0.1%
CCCN1C2CCCC1CC(NC(=O)c1cc(OC)c(OC)c(OC)c1)C2 (centres undefined)	1.4%	5%	-11%	-7%	1.4%	0%	-7%	-6%	-1.4%
CCCCCNC(=O)c1cccnc1SCC(=O)Nc1ccccc1OC	-1.1%	25%	-1%	-6%	14%	-2%	7%	-5%	-1.8%
COc1cc(NC(=O)CN2C(=O)CN(C)C2=O)c(C)cc1[N+](=O)[O-]	-0.4%	3%	6%	4%	-0.9%	7%	3%	-7%	-0.6%

Source: PubChem BioAssay
